Source: PubChem (Broad Institute)
GSIS activator: primary screen for activators of insulin secretion dependent on glucose, INS-1E cells, GLuc reporter luminescence. INS-1E GLuc reporter insulin secretion, 2-3 h. activation, % at 16.6 µM. actives 0.61% (n = 370,000);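 active means lowest replicate activation of at least 40%, so every replicate reaches that level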;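 further: 0% = median of neutral control wells and 100% = median of IBMX positive control wells; some compounds called inactive have numbers as strong as hits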
PGC1a acetyl inh: PGC1a acetylation modulation, inhibitor mode | U2OS PGC1a acetylation, AlphaScreen anti-acetyl-lysine; with virally co-expressed GCN5 acetyltransferase | inhibition, % at 15.6 µM | actives 0.17% (n = 350,000);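 active means every replicate shows inhibition of at least 40%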;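 further: 0% = neutral control wells and 100% = positive control wells; some results beyond the cut were filed as inactive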
miR-122 sensor: inhibitors of miR-122 in Huh7 cells. Huh7 miR-122 Renilla luciferase sensor, 48 h; neutral wells = 0, positive control = 100. activation (reporter increase), % at 12.5 µM. actives 0.3% (n = 340,000). AID 602342;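 active means mean replicate activation score at least 90 and every replicate individually at or above 90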;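 further: higher luciferase means less miR-122 activity so hits act as miR-122 inhibitors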
Statin myotox sup: suppression of simvastatin myotoxicity; C2C12 myotubes + simvastatin, ATP luminescence, 48 h; scaled: DMSO 0, geranylgeraniol control 100; rescue of ATP level, % at 7.49 µM; actives 0.78% (n = 330,000);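 active means mean ATP rescue above about 67%, or every replicate alone reaching that limit, limit read from the data, passing the limit was not always enough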;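 further: myotubes were challenged with 10 µM simvastatin during compound exposure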
FN deposition inh: fibronectin deposition inhibition; AH1F fibroblasts, Alexa488-fibronectin deposition fluorescence, overnight; inhibition, % at 12.6 µM; actives 0.086% (n = 350,000); AID 743247;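 active means mean inhibition across replicates of 30% or more, regardless of how many single replicates reach that level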;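 further: positive control wells lacked labelled fibronectin entirely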
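Test system: AH1F fibroblast monolayer depositing Alexa488-labelled fibronectin into matrix. Input: 10000 cells per well. Technique: fluorescence, ex 485 nm, em 525 nm. Buffer or medium: DMEM plus 2% serum, read in PBS. Timing: 1 h cell adhesion before compound, then overnight fibronectin incubation. Compound: single dose, pinned. Read-out basis: inhibition from reduced deposited-fibronectin fluorescence.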
F508del corr: CFTR F508del correction in bronchial cells; activity (quench increase), % at 7.58 µM; CFBE cells, YFP halide quenching; stimulated with forskolin plus potentiator P3; % fluorescence drop versus neutral controls; actives 0.36% (n = 350,000);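 active means mean added fluorescence quench of at least 8% versus neutral control, with both replicates also reaching 8%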;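 further: cells transiently co-express mutant CFTR-F508del with the halide-sensitive YFP; corrector assay measuring rescue of mutant channel to the surface after 24 h compound exposure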
PglD inh: inhibitors of Campylobacter jejuni PglD acetyltransferase; purified PglD enzyme, DTNB colorimetric CoA detection; inhibition, % at 12.5 µM; actives 0.098% (n = 360,000); AID 602405; in the data active means inhibition above about 16%, passing the limit was not always enough; further: strong numbers were not always called active
Cneo AK release: causes C. neoformans cell lysis. adenylate kinase release luminescence, 4 h; normalised: neutral wells 0, clomiphene wells 100. lysis activity, % at 15 µM. actives 0.2% (n = 360,000). AID 651654;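 active means mean lysis activity across replicates of at least 80%, whatever share of replicates individually reach that level; inactive means mean lysis activity below 80%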
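Test system: log-phase Cryptococcus neoformans yeast cells. Input: 5 × 10^6 yeast cells/mL. Medium: fresh YPD growth medium. Doses: single dose. Incubation: static 4 h at 37 °C with compound, 1 h detection. Measured by: luminescent adenylate kinase detection reagent. Read-out: signal increase indicating cell lysis. Benchmarks: Clomiphene.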
* = called active by the depositor; nt = no result given; [ ] = dose if it differs, or a comment.

SMILES	GSIS activator	PGC1a acetyl inh	miR-122 sensor	Statin myotox sup	FN deposition inh	F508del corr	PglD inh	Cneo AK release
CCCCn1c(N)c(N(CCOC)C(=O)CSc2ccc([N+](=O)[O-])cc2)c(=O)[nH]c1=O	-12	nt	nt	5	-4	2.9	2	-1
COc1ccc(OCCOCCN2CCOCC2)cc1	nt	19	2	3	-4	nt	-4	8
Nc1ccccc1Sc1cc(Cl)nnc1Cl	17	nt	nt	6	2	-1.0	8	2
COc1ccc(S(=O)(=O)Nc2ccc3c(c2)C(=O)N([C@@H](C)CO)C[C@@H](C)[C@@H](CN(C)C(=O)C2CCCCC2)OCCCC[C@H](C)O3)cc1	-30	-11	0[16.7 µM]	nt	nt	0.4	-1	4
C[C@@H](NC(=O)C[C@@H]1C[C@@H]2c3cc(NC(=O)CN(C)C)ccc3O[C@@H]2[C@@H](CO)O1)c1ccccc1	2	4	-2[16.7 µM]	4	-3	-0.4	1	4
Cc1ccc(N(CCC(=O)O)S(=O)(=O)c2ccc(C)cc2)cc1	7	nt	-7	1	-3	nt	nt	nt
CN1C(C(=O)NCC2CC2)CC2Cn3c(nc4ccccc43)C21 (stereo unspecified)	nt	-5	-2	2	-2	0.9	-4	-1
O=C(Nc1cc(C(F)(F)F)ccc1F)C1CCC1	nt	2	-1	-19	nt	nt	2	2
O=C(CN1CCN(C(=O)CNC(=O)c2ccc3c(c2)OCO3)CC1)Nc1ccccc1Cl	-8	-7	-5	9	-6	-2.6	-2	0
Cc1[nH]c2ccc(C(=O)N3CCCCC3)cc2c1C	6	2	nt	nt	-7	-0.8	8	3
O=C(NCc1ccccc1)c1ccc[n+]([O-])c1	11	nt	-1	14	-6	-0.7	-1	0
N/C(=N\c1nc2c(c(=O)[nH]1)CCC2)Nc1ccccc1C(F)(F)F	3	-2	-2	-8	nt	-0.6	1	1
C[C@@H]1CN([C@@H](C)CO)C(=O)Cc2cc(NS(=O)(=O)c3cccs3)ccc2O[C@@H]1CN(C)C(=O)Nc1ccc2c(c1)OCO2	7	1	3[16.7 µM]	-9	nt	-0.3	-1	1
C[C@H]1CN([C@@H](C)CO)S(=O)(=O)c2ccc(C3=CCCC3)cc2O[C@H]1CN(C)C(=O)CC1CC1	4	0	-3[16.7 µM]	18	nt	-1.0	1	0
COc1cc(OC)cc(-c2ncc3ccccn23)c1	18	nt	nt	-8	nt	nt	-4	4
C[C@@H]1CN([C@@H](C)CO)C(=O)c2cc(-c3cccc(C#N)c3)cnc2O[C@H]1CN(C)Cc1cccnc1	-1	5	-5[16.7 µM]	-17	4	0.1	-2	5
COCCNC(=S)N1CCC(NC(=O)C23CC4CC(CC(C4)C2)C3)CC1	-10	6	3	nt	-3	-1.5	nt	nt
COc1ccccc1N1CCN(c2ccc3c(c2)S(=O)(=O)c2cccc(C(=O)NCc4ccc(F)cc4)c2C3=O)CC1	nt	3	-8	-34	nt	4.5	-2	-7
CCCNC(=O)N1[C@H](CO)[C@H](c2ccccc2)[C@H]1CNC(=O)c1ccccc1	9	-3	-6[16.7 µM]	15	nt	2.9	-3	2
CCCCN1C(=O)C(CC(=O)NCCN2CCOCC2)CC(C(=O)N(C(C)C)C(C)C)=C1C (stereo unspecified)	22	-8	-2	8	nt	-1.2	1	-1

Whole records from above:
`COc1ccc(S(=O)(=O)Nc2ccc3c(c2)C(=O)N([C@@H](C)CO)C[C@@H](C)[C@@H](CN(C)C(=O)C2CCCCC2)OCCCC[C@H](C)O3)cc1` reads GSIS activator = -30; PGC1a acetyl inh = -11; miR-122 sensor = 0[16.7 µM]; Statin myotox sup = nt; FN deposition inh = nt; F508del corr = 0.4; PglD inh = -1; Cneo AK release = 4
`CCCCN1C(=O)C(CC(=O)NCCN2CCOCC2)CC(C(=O)N(C(C)C)C(C)C)=C1C` (stereo unspecified) reads GSIS activator = 22; PGC1a acetyl inh = -8; miR-122 sensor = -2; Statin myotox sup = 8; FN deposition inh = nt; F508del corr = -1.2; PglD inh = 1; Cneo AK release = -1
`C[C@@H](NC(=O)C[C@@H]1C[C@@H]2c3cc(NC(=O)CN(C)C)ccc3O[C@@H]2[C@@H](CO)O1)c1ccccc1` reads GSIS activator = 2; PGC1a acetyl inh = 4; miR-122 sensor = -2[16.7 µM]; Statin myotox sup = 4; FN deposition inh = -3; F508del corr = -0.4; PglD inh = 1; Cneo AK release = 4

Next compounds:
SMILES	GSIS activator	PGC1a acetyl inh	miR-122 sensor	Statin myotox sup	FN deposition inh	F508del corr	PglD inh	Cneo AK release
COc1ccc(/C=C2/SC(=S)N(n3c(C)ccc3C)C2=O)cc1	nt	-1	-2	6	nt	nt	0	2
CN(C(=O)COC(=O)c1cc2ccccc2cc1O)c1ccccc1	-6	nt	nt	6	-6	0.3	3	4
COc1ccccc1Oc1ncnc2c1cnn2-c1ccccc1	38	8	-3	3	9	0.2	-23	-6
Cc1oc(-c2ccccc2)nc1C(=O)O	7	0	nt	nt	-7	-1.5	nt	nt
O=C(CSc1nc2ccccc2c(=O)n1CCCN1CCOCC1)N1CCN(c2ccccc2)CC1	-8	6	0	-4	nt	-0.8	-1	-1
Cc1noc(C)c1S(=O)(=O)N(C)C[C@H]1OCCCC[C@H](C)Oc2ccc(NS(=O)(=O)c3cccs3)cc2C(=O)N([C@H](C)CO)C[C@H]1C	-13	-4	10[16.7 µM]	nt	nt	2.1	0	-3
CSc1ncccc1C(=O)NCC(=O)Nc1ccc(F)c(F)c1	-6	nt	nt	10	10	-0.5	2	9
CCOc1ccccc1/C=N/Nc1ccc(Cl)nn1	-11	0	-2	7	-2	-1.2	3	4
Cc1ccc(NC(=O)CSCC(=O)NCc2cccc(C(F)(F)F)c2)cc1	-4	1	-1	13	-9	2.5	2	nt
CC1=C(C(=O)OC2CCCC(C)C2)C(c2ccccc2)NC(=O)N1 (stereo unspecified)	-4	3	-5	18	-18	-5.7	0	0
C/C=C/c1ccc2c(c1)O[C@@H](CN(C)C(=O)c1cccc(F)c1)[C@@H](C)CN([C@H](C)CO)S2(=O)=O	-4	-5	27[16.7 µM]	27	nt	-2.1	0	-10
CCN(Cc1cccs1)C(=O)CN1CCN(S(=O)(=O)c2ccc3c(c2)OCCCO3)CC1	-8	nt	9	24	1	-2.1	3	0
C/C(=N\Nc1nc(C)cc(-c2ccccc2)n1)c1ccccc1	-7	nt	-14	-20	-2	1.5	-9	0
COc1ccc(-n2c(C)cc(C(=O)CN3C(=O)C(=O)N(Cc4ccccc4)C3=O)c2C)cc1	6	nt	nt	nt	-9	2.2	1	0
COc1ccc(N2C(=O)C3CCCN3C2c2ccc(F)cc2)cc1Cl (stereo unspecified)	nt	1	0	21	-4	nt	-3	-1
CN(C)/C=C(\C#N)C(=O)Nc1ccc(F)cc1	nt	-14	3	-5	nt	nt	-1	-2
O=C1CNC(=S)N1Cc1ccccc1Cl	-2	3	2	8	7	-1.4	-4	3
CCOc1ccc2nc(NC(=O)C3=NNC(=O)CC3)sc2c1	20	14	-5	1	3	3.6	nt	-4
Nc1c(NC2CCCCC2)c2ccccc2oc1=O	1	7	-2	-20	7	nt	nt	nt
Cc1sc2ccccc2c1CNC[C@H]1O[C@@H](n2ccc(N)nc2=O)[C@H](O)[C@@H]1O	0	-2	-8	-1	2	1.6	1	0

Of the compounds above, these contain an NH in an aromatic ring.
SMILES	GSIS activator	PGC1a acetyl inh	miR-122 sensor	Statin myotox sup	FN deposition inh	F508del corr	PglD inh	Cneo AK release
CCCCn1c(N)c(N(CCOC)C(=O)CSc2ccc([N+](=O)[O-])cc2)c(=O)[nH]c1=O	-12	nt	nt	5	-4	2.9	2	-1
Cc1[nH]c2ccc(C(=O)N3CCCCC3)cc2c1C	6	2	nt	nt	-7	-0.8	8	3
N/C(=N\c1nc2c(c(=O)[nH]1)CCC2)Nc1ccccc1C(F)(F)F	3	-2	-2	-8	nt	-0.6	1	1

Taken from above.
CCOc1ccccc1/C=N/Nc1ccc(Cl)nn1 @ FN deposition inh: -2
Cc1ccc(NC(=O)CSCC(=O)NCc2cccc(C(F)(F)F)c2)cc1 @ Statin myotox sup: 13

Later entries:
SMILES	GSIS activator	PGC1a acetyl inh	miR-122 sensor	Statin myotox sup	FN deposition inh	F508del corr	PglD inh	Cneo AK release
O=C(Nc1ccc(CN2CCS(=O)(=O)CC2)cc1)c1ccccc1	-4	nt	-3	-1	9	-2.8	4	-1
Cc1cc(C(=O)NN=C(Cc2ccccc2)Cc2ccccc2)c(C)o1	7	-4	-5	nt	-6	0.5	-3	5
COc1ccc(-c2cc(C3CCN(c4ccc(C(C)=O)cc4[N+](=O)[O-])CC3)[nH]n2)cc1	nt	nt	-45	nt	6	nt	-3	-5
Nc1cc(Cl)ccc1C(=O)OCC(=O)NC1CCCCCCC1	-13	-4	nt	-2	nt	2.7	nt	nt
COC(=O)C(NC(=O)c1ccco1)(Nc1cc(C)ccn1)C(F)(F)F (stereo unspecified)	nt	2	-2	2	-5	nt	-3	0
CC(C)Oc1ccc(C(=O)N(CN2CCCC2=O)c2ccc(F)cc2)cc1	nt	6	12	3	8	nt	2	-2
C/C(=N\Nc1ccc(S(N)(=O)=O)cc1[N+](=O)[O-])c1ccccc1O	-3	-3	-11	5	5	2.9	-5	-3
CCN(CC)S(=O)(=O)c1ccc(OC)c(NC(=O)/C=C/c2ccco2)c1	-25	-14	-1	nt	-8	2.2	-1	-4
CC1(c2nnc(Cc3ccccc3)o2)CC(c2cccc(Cl)c2)=NO1 (stereo unspecified)	-14	nt	0	3	-10	-1.1	-2	-1
CCCNC(=O)C[C@H]1CC[C@H]2[C@@H](COC[C@H](O)CN2C(=O)Nc2ccccc2OC)O1	8	16	25[16.7 µM]	-6	-11	-0.7	1	2
C/C=C/c1ccc([C@@H]2[C@@H](CN(C)C(=O)C3CC3)N(C(=O)CC)[C@H]2CO)cc1	-5	2	0[16.7 µM]	-6	-3	-1.4	-2	0
CCCCNC(=O)C1(C)CCCCN1C(=O)c1ccno1 (stereo unspecified)	nt	2	-2	0	-1	-3.6	-2	-2
COc1cc(Cl)c(C)cc1NC(=O)COC(=O)c1cnc(C)cn1	nt	7	-1	95*	nt	nt	-4	2
OCCC1CN(CC2CCCCC2)CCN1CC1CCCCC1 (stereo unspecified)	100	-2	2	-21	-4	2.9	-1	0
CSc1ccc(OCC(=O)Nc2ccc(N3CCOCC3)c(Cl)c2)cc1	4	0	-5	nt	-8	-0.1	-5	-3
CN1c2ccccc2C(=O)C(=C2SCCCS2)S1(=O)=O	-3	nt	nt	7	2	1.2	nt	nt
C[C@@H]1CN([C@@H](C)CO)C(=O)c2cccc(NS(=O)(=O)c3ccc(F)cc3)c2O[C@@H]1CN(C)C(=O)Nc1ccc(F)cc1	-16	-4	8[16.7 µM]	31	nt	0.1	3	0
